# Screens from PubChem BioAssay.
# Pol eta inh: qHTS for Inhibitors of Polymerase Eta; recombinant Pol eta, fluorescent DNA replication assay; Potency, µM (doses to about 114 µM), for the others: at the highest dose activity change, negative = inhibition, actives largely listed as inhibitors; 390,000 compounds, 1.2% hits; also: potency is read from the fitted curve at half-maximal effect; % is scaled to controls: 0 for no effect and ±100 for the full control effect
#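 Fluorescent replication assay: 50 nM final substrate added after a 15 min room-temperature compound preincubation with 10 nM enzyme. Signal taken at 0 min and again at 10 min.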
# BLM inh: qHTS Assay for Inhibitors of Bloom's syndrome helicase (BLM). 350,000 compounds, 0.2% hits. recombinant BLM DNA unwinding, fluorescence dequenching. RecQ-like DNA helicase BLM (Homo sapiens), P54132. Potency, µM (highest dose often 56.1 µM), for inactives: at the top dose activity change, negative = inhibition, most hits filed as inhibitors;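 also: potency is read from the fitted curve at half-maximal effect; plate controls were vehicle for no effect and no enzyme for full effect; nearly all actives have a fitted effect of over 35% in size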
# LDHA inh: qHTS assay for inhibitors of human lactate dehydrogenase; purified LDHA, NADH/diaphorase-resazurin fluorescence; active compounds read low; activity change, % (values are at about 110 or 230 µM); 480,000 compounds, 0.15% hits; AID 1347041, 2019; in the data active = activity change below about -30%; inconclusive = mostly about -25% to -30%;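 also: plate controls were DMSO wells for no effect and wells without enzyme for full effect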
#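 LDH5 2 nM; NADH 0.06 mM, pyruvate 0.2 mM; 200 mM Tris pH 7.4, EDTA, Tween-20; 5 min RT. Detection: diaphorase 0.133 mg/mL + resazurin 37 µM, fluorescence ex540/em590 at 0 and 20 min; normalized to enzyme-free and DMSO wells.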
# POLB inh: qHTS Assay for Inhibitors of DNA Polymerase Beta; Potency, µM (top dose mostly 114 µM), for the others: at the top dose activity change, negative = inhibition, actives largely listed as inhibitors; 340,000 compounds, 1.3% hits; Pol beta primer extension/strand displacement, fluorescence kinetic; AID 485314, 2010; P06746; also: potency is read from the fitted curve at half-maximal effect; % is scaled to controls: 0 for no effect and ±100 for the full control effect
#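 Homogeneous kinetic assay of primer extension and strand displacement by 10 nM Pol beta, preincubated 15 min at room temperature with compound before 50 nM substrate (final) was added. Read at 0 and 10 min; four-parameter Hill fit.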
# APE1 inh: qHTS Assay for Inhibitors of the Human Apurinic/apyrimidinic Endonuclease 1 (APE1) | Potency, µM (titrated, usually from 65.8 µM), for the others: top-dose activity change, negative = inhibition, most hits filed as inhibitors | AID 2517, 2012 | recombinant APE1, TAMRA/BHQ-2 abasic DNA cleavage fluorescence | DNA repair nuclease/redox regulator APEX1 (Homo sapiens), P27695 | 350,000 compounds, 0.35% hits;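 also: potency is read from the fitted curve at half-maximal effect; plate controls were vehicle for no effect and reference inhibitor for full effect; nearly all actives have a fitted effect of over 55% in size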
# Target sequence (P27695 whole entry, looked up): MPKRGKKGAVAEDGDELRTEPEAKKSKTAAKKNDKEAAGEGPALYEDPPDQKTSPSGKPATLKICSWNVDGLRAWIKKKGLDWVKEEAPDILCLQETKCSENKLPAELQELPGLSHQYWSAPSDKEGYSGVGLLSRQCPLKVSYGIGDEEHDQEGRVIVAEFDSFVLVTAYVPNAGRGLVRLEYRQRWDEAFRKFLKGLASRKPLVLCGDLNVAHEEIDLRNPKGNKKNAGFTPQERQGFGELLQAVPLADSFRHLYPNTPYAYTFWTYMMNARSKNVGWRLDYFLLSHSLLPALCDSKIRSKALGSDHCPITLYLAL
#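 Step 1: APE1 (0.75 nM) with compound, 15 min RT. Step 2: add 50 nM fluorophore/quencher THF duplex. Step 3: three fluorescence reads 60 s apart (525/598 nm); read 3 minus read 1 = reaction progress.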
# Pol iota inh: qHTS for Inhibitors of Polymerase Iota; Potency, µM (series often up to 115 µM), for the others: at the highest dose activity, negative = inhibition, usual class: inhibitors; Pol iota fluorescent replication assay, 10 min; DNA polymerase iota (Homo sapiens), Q9UNA4; AID 588590, 2011; 390,000 compounds, 1% hits; also: potency is read from the fitted curve at half-maximal effect
# Target sequence (Q9UNA4 whole entry, looked up): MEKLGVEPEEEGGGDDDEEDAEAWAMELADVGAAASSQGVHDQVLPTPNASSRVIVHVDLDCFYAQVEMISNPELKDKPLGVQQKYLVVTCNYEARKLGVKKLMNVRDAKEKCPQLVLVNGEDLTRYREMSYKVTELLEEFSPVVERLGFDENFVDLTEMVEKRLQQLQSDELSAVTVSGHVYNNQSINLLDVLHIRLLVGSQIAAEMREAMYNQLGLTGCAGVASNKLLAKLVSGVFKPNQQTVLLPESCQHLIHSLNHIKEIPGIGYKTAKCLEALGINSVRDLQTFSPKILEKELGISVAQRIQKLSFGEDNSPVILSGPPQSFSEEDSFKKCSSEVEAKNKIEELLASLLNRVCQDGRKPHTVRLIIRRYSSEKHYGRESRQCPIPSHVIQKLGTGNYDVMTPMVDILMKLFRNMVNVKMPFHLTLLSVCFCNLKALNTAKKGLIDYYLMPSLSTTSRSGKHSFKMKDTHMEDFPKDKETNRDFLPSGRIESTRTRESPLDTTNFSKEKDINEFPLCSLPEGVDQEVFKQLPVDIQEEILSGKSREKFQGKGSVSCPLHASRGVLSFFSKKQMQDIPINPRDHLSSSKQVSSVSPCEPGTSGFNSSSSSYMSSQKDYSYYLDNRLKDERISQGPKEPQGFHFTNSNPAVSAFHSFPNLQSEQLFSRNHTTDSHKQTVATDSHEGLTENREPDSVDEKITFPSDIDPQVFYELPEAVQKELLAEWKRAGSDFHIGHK
#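 Pol iota at 10 nM preincubated 15 min with compounds at room temperature; reaction started with fluorescent substrate, 50 nM final. Fluorescence read kinetically at 0 and 10 min; buffer-only wells as negative control.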
# Anesthetic bind: qHTS Assay for Identification of Novel General Anesthetics; Ferritin light chain (Equus caballus), P02791; apoferritin/1-aminoanthracene competitive binding, fluorescence; Potency, µM (doses to about 77.5 µM), inactives show at the top dose activity change, negative = displacement, hits mostly inhibitors; 350,000 compounds, 0.074% hits; also: potency is read from the fitted curve at half-maximal effect; % is scaled to controls: 0 for no effect and ±100 for the full control effect; nearly all actives have a fitted effect of over 20% in size
#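 In PBS, apoferritin at 10 uM is loaded with 1-AMA from a 50% saturated solution. After 10 min of compound exposure at ambient temperature, reduced 535 nm fluorescence indicates probe displacement.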
# Pol kappa inh: qHTS for Inhibitors of Polymerase Kappa | DNA polymerase kappa (Homo sapiens), Q9UBT6 | purified Pol kappa, fluorescent DNA synthesis assay, 10 min | Potency, µM (doses to about 107 µM), for the others: top-dose activity, negative = inhibition, usual class: inhibitors | 400,000 compounds, 0.53% hits | AID 588579, 2011; also: potency is read from the fitted curve at half-maximal effect; % is scaled to controls: 0 for no effect and ±100 for the full control effect
#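 10 nM Pol kappa was preincubated with compounds for 15 min at room temperature. Reaction started with 50 nM (final) substrate. Fluorescence read kinetically at 0 and 10 min.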
# Glioma ERSR ind: qHTS for Inducers of the Endoplasmic Reticulum Stress Response (ERSR) in Human Glioma: qHTS. U87-MG GRP78 promoter luciferase reporter, 16 h. Potency, µM, for the others: at the highest dose activation, hits mostly activators. 420,000 compounds, 0.02% hits. AID 602332, 2012; also: potency is read from the fitted curve at half-maximal effect; series mostly up to about 76 µM; % of control where 0% means no effect; nearly all actives have a fitted effect of over 35% in size
#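 Stably transfected U87-MG human glioma cells carrying a GRP78-based luminescent sensor were seeded at 1000 cells/well, pin-dosed with compounds and incubated 16 h. Luciferase reagent was then added, and end-point luminescence was read after 10 min at room temperature.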
# An asterisk follows results filed as active; ? = inconclusive; nt = no result given; & = joins results of further samples; [ ] = remark or other dose. Unless noted, calls follow the shape of the dose curve; as a rule, active = well fitted curve in the direction sought with a large enough effect; inconclusive = small, poorly fitted or top-dose-only effect, or another doubt; inactive = no such curve, though single readings can be large; an effect the other way counts as inactive or inconclusive. Not all compounds are listed; count on the stated rates, not on these rows.
SMILES,Pol eta inh,BLM inh,LDHA inh,POLB inh,APE1 inh,Pol iota inh,Anesthetic bind,Pol kappa inh,Glioma ERSR ind
Cc1ccc(CNC(=O)CN2C(=O)C3CCCCN3c3ccc(C(=O)N4CCCC4)cc32)cc1 (centres undefined),-14.1%,2.6%,-4.2,-0.6%,nt,27.6%,0.9%,-16.2%[60.1 µM],-3.7%
COc1ccc(NS(=O)(=O)c2ccc(N3CCOCC3)c(N)c2)cc1,-10.0%,nt,3.1,nt,48.8%[activator],-7.6%,nt,-8.6%,2.0%
Cc1nn(-c2ccccn2)c(C)c1Oc1ccccc1O,-6.0%,-1.0%,-4.4,5.5%,5.3%,9.1%,-15.1%,-14.3%,-0.8%
COc1ccc(NS(=O)(=O)c2ccc(Cl)c(NC(=O)c3cccnc3Cl)c2)cc1,-13.5%,-2.7%,-8.5,?,9.8%,?,-6.5%,-4.8%,-4.3%
Clc1ccc(COn2c(-c3ccc(Cl)cc3Cl)nc3ncccc32)cc1,-16.6%,-13.8%,0.9,-0.2%,-8.9%,2.8%,?,-5.0%,8.4%
c1ccc(-c2nccc(-c3ccc(-n4cnc5ccccc54)cc3)n2)cc1,?,-12.5%,-8.8,12.0%,-4.9%,?,-9.4%,-6.2%,0.3%
CSc1ccc(CCNC(=O)Cn2ncc3c([nH]c4ccccc43)c2=O)cc1,-4.8%&-10.1%,-2.6%&-3.9%,-0.6&-18.5,-13.7%&33.2%,93.7%,18.9%&3.4%,-1.9%&-10.9%,7.2%&-7.4%,4.7%&-5.7%
CCOC(=O)c1ccc(NC(=O)c2nc[nH]c2C(=O)N[C@@H](Cc2ccccc2)C(=O)OC(C)(C)C)cc1,-29.0%,-18.5%,2.9,-0.2%,3.7%,?,-7.6%,1.6%,2.4%
c1ccc(CNc2ncnc3ccccc23)cc1,-9.8%&-16.2%,1.9%&-1.3%,7.3&-14.2,3.4%&10.9%,-11.4%&-8.9%,-7.2%&30.5%,-10.2%&-11.5%,0.4%&-21.0%,-2.5%&-1.0%
CC(C)C1N=C2c3ccccc3N=C(SCC(=O)NCc3ccc(Cl)cc3)N2C1=O (centres undefined),-4.7%,-9.1%,0.1,-8.0%,nt,-4.2%,-2.9%,-9.2%[60.1 µM],0.4%
CCN1CCN(C(=O)NC(C(=O)NC2C(=O)N3C2SC(C)(C)C3C(=O)O)c2ccccc2)C(=O)C1=O (centres undefined),nt,3.4%,nt,nt,-1.1%,nt,-3.7%,-2.7%[60.1 µM],-7.3%
CCN(CC)c1ccc(NC(=O)CN2C(=O)CSc3ncccc32)c(C)c1,3.2%,-0.1%,-1.2,28.0%,-6.3%,-9.4%,-3.7%,-11.9%,-5.7%
C/C(CC(=O)Nc1ccc(N(C)C)cc1)=N\NC(=O)Cc1csc(N)n1,?,-8.1%,21.6,-1.4%,1.6%,?,-0.9%,-44.8%,1.8%
CCS(=O)(=O)c1ccc2oc(Nc3ccccc3Cl)nc2c1,10.0%,-5.3%,0.0,4.6%,8.6%,-4.8%,-5.5%,-1.9%,-3.6%
CC(=O)Nc1ccc(NC(=O)c2cccc(S(=O)(=O)N(C)C3CCCCC3)c2)cc1,-6.6%,nt,-2.3,nt,28.9%,9.7%,nt,4.1%,-4.1%
O=S(=O)(CCNCCc1ccccc1)NC1CCCCC1,2.0%,nt,-6.1,nt,nt,15.1%,nt,-1.5%,1.2%
CCOC(=O)c1cccc(NC(=O)C2COc3ccc(OC)cc3C2)c1 (centres undefined),-13.8%,-6.2%,-4.7,35.6%,nt,?,-6.8%,-8.2%[60.1 µM],-2.6%
CC1(C)CC(=O)C2=C(C1)NC(=O)NC2c1ccccc1Cl (centres undefined),-17.4%,nt,-10.3,nt,nt,44.3%[activator],nt,-22.9%,-1.3%
CC(=O)N(C)c1ccc(C=C2C=Cc3ccccc32)cc1,?,nt,22.0,nt,nt,23.7%,nt,-19.5%,-6.2%
O=C(NCc1ccco1)c1ccc2[nH]c(=O)c(=O)[nH]c2c1,?,-5.0%,2.9,-0.8%,29.7%,0.1%,-1.2%,-16.2%,-5.2%

# Reprinted from the part before: 2 compounds; new compounds follow.
SMILES,Pol eta inh,BLM inh,LDHA inh,POLB inh,APE1 inh,Pol iota inh,Anesthetic bind,Pol kappa inh,Glioma ERSR ind
CC(=O)N(C)c1ccc(C=C2C=Cc3ccccc32)cc1,?,nt,22.0,nt,nt,23.7%,nt,-19.5%,-6.2%
O=C(NCc1ccco1)c1ccc2[nH]c(=O)c(=O)[nH]c2c1,?,-5.0%,2.9,-0.8%,29.7%,0.1%,-1.2%,-16.2%,-5.2%
Cc1nn(-c2ccccc2)c(Cl)c1/C=C/C(=O)c1ccc(O)cc1,-5.5%,-5.3%,-8.9,22.1%,4.6%,2.5%,-10.3%,-2.5%,0.0%
O=C(O)c1cc(S(=O)(=O)N2CC=C(c3ccccc3)CC2)ccc1O,?,nt,nt,nt,-13.7%,9.4%,nt,-7.7%,-6.6%
CCOC(=O)C1(CCOc2ccccc2)CCN(CCCn2cccn2)CC1,-14.8%,-1.6%,-2.8,-0.2%,6.7%,23.3%,-1.4%,12.2%,-2.2%
Cc1ccc(S(C)(=O)=O)cc1C(=O)OCC(=O)N(Cc1ccccc1)Cc1ccccc1,-26.6%,nt,-0.4,nt,-15.3%,14.1%,nt,-23.9%,-5.0%
CC[C@H](C)[C@H](NC(=O)[C@H](Cc1ccc(O)cc1)NC(=O)[C@@H]1CCCN1C(=O)[C@@H](NC(=O)[C@@H](N)CCCCN)[C@@H](C)CC)C(=O)N[C@@H](CC(C)C)C(=O)O,nt,-1.0%,nt,nt,12.1%,nt,0.7%,-2.5%[60.1 µM],-4.3%
O=C(CSc1nc2c([nH]c3ccccc32)c(=O)n1-c1ccc(F)cc1)N1CCCCC1,2.4%,-5.8%,-7.4,0.0%,nt,4.9%,10.2%,-0.3%[60.1 µM],-2.4%
CN1CCC(N(C)C(=S)NCCc2ccccc2)CC1,-11.3%,0.0%,-9.7,-10.1%,0.5%,181.1%[activator],-4.6%,-20.1%,-0.2%
Cc1nc(C(F)(F)F)ccc1C(=O)NCC(O)c1ccccc1 (centres undefined),-9.0%,-1.3%,-0.8,3.7%,64.5%[activator],-25.4%,0.4%,7.6%,1.3%
Cc1cc(C)c(S(=O)(=O)c2ccccc2C)c(N(C)C)n1,-15.0%,-1.9%,-1.8,3.4%,-2.9%,-3.0%,-9.5%,-0.1%,-9.2%
O=C(c1ccccc1)[C@@H]1[C@@H]2C(=O)N(c3ccc(F)cc3)C(=O)[C@@H]2C2CCCN21 (some centres undefined),-8.4%,-3.1%,-12.0,28.8%,?,?,4.3%,-17.5%,-12.7%
CCS(=O)(=O)N1CCc2cc(OC)c(OC)cc2C1,-5.9%,-2.3%,-5.1,13.9%,-1.7%,4.9%,2.4%,-19.4%,-2.9%
O=[N+]([O-])c1cccc(/C=C/c2nc(C=Nc3ccccc3)c(O)o2)c1,-5.8%,-6.6%,-2.3,15.6%,16.2%,46.3%[activator],-1.3%,1.0%,-1.0%
CCSc1nc(-c2ccccc2)nc2c1CCCC2,-3.5%,-10.3%,-4.2,37.2%,-2.4%,-1.7%,-5.6%,5.8%,-6.1%
O=S(=O)(c1ccc2nnn(O)c2c1)N1CCOCC1,-15.3%,nt,-2.8,nt,3.5%,7.2%,nt,1.3%,-3.3%
Cc1c(Cl)cnc(NC(=O)COC(=O)c2cc3c(s2)CCC(C)C3)c1Cl (centres undefined),-19.8%,-3.7%,-3.0,-16.2%[57.1 µM],2.8%,-0.3%,2.6%,-16.7%,0.2%
Cc1ccnc(SCC(=O)Nc2sccc2C#N)n1,-27.2%,-14.8%,-2.0,31.6µM*,23.1%,?,-9.3%,?,2.5%
CC(=O)N(C)c1ccc(OCC(O)CN(c2ccccc2C)S(=O)(=O)c2ccc(C)cc2)cc1 (centres undefined),-15.5%,-2.8%,-0.9,0.4%,7.8%,-8.1%,-21.8%,-1.4%,5.7%
O=C1OC(c2ccc3c(c2)OCO3)N(C(=O)c2ccc(Cl)c(Cl)c2)c2ccccc21 (centres undefined),-11.3%,-9.8%,-6.1,32.9%,2.1%,-1.9%,?,-7.3%,-2.3%
O=c1cc(CSc2nnc3ccccn23)c2c(ccc3ccccc32)o1,-6.7%,4.3%,-5.2,?,-1.8%,26.8%,-10.8%,-2.7%,2.3%
Cc1ccc(/C=C(\NC(=O)c2ccccc2)C(=O)NCC2CCCO2)o1 (centres undefined),-0.2%,-1.1%,2.3,20.5%,1.3%,28.5%,-6.6%,-10.6%,-6.8%
Cc1[nH]c(=O)[nH]c(=O)c1NC(=O)CSc1ncccc1-c1nc2ccccc2[nH]1,5.2%,-2.1%,9.1,24.8%,-2.7%,32.9%[activator],-8.6%,-12.4%,0.8%
COc1ccccc1NS(=O)(=O)c1ccc(C)c(C(=O)NCC(c2ccco2)N2CCCCC2)c1 (centres undefined),-17.1%,-2.2%,7.3,-6.2%,-7.1%,24.3%,-15.0%,-10.4%,-4.5%
Cc1ccc(Cl)cc1N1CCN(C(=O)C2CCN(c3nnc(-n4cccc4)s3)CC2)CC1,-4.4%,-0.5%,-9.6,-10.4%,-4.7%,14.8%,5.6%,-21.7%,-0.2%
Cc1cc(C)n(-c2nc3c(c(=O)n(C)c(=O)n3C)n2Cc2cccc(Br)c2)n1,-21.7%,nt,-2.8,nt,nt,29.5%,nt,4.9%,-7.3%
Cc1cc(C)c2c3c(oc2n1)C(=O)N(c1cccc(Cl)c1)CC(=O)N3,-9.1%,0.1%,-0.9,0.1%,-1.0%,7.6%,1.8%,1.4%,-1.4%
